# Screening data (PubChem)
# TDP-43 yeast inh: TDP-43 toxicity inhibition in yeast. TDP-43 expressing yeast growth rescue, BacTiter-Glo, 24 h. Potency, µM (titrated, usually from 46.1 µM), for inactives: at the highest dose growth rescue (activation), hits mostly activators. 410,000 compounds, 1.8% hits; note: % of control where 0% means no effect; nearly all actives have a fitted effect of over 50% in size
#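 Growth rescue of TDP-43-toxic yeast measured as ATP luminescence (BacTiter-Glo). Cells grown to mid-log in raffinose, induced in galactose at OD600=0.02, exposed to compound 24 hr at 30 deg C.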
# GLP1R inv ag: inverse agonists of human GLP-1 receptor. P43220. HEK293 GLP-1R CRE-luciferase, luminescence, 24 h; GLP-1R form is constitutively active. Potency, µM (titrated, usually from 38.3 µM), for inactives: at the top dose activity change, negative = inhibition, hits mostly inhibitors. 410,000 compounds, 1.6% hits; note: % is set by controls: 0 for no effect and ±100 for the full control effect; nearly all actives have a fitted effect of over 55% in size
# Target sequence (P43220 whole entry, looked up): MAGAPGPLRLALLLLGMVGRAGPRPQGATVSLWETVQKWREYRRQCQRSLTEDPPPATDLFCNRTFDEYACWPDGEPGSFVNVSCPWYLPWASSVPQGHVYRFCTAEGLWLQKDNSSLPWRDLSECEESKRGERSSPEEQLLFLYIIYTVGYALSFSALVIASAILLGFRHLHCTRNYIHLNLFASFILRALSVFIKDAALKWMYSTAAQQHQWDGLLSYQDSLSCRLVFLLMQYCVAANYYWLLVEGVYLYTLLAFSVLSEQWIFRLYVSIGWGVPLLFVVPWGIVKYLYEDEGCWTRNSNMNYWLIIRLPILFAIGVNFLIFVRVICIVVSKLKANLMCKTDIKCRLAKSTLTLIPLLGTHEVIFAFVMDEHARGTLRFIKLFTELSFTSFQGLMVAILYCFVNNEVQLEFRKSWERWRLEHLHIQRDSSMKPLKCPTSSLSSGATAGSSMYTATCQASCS
#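 Readout was luciferase luminescence, measured 12 min after detection reagent at room temperature. Beforehand, GLP-1R reporter HEK293 cells had sat 12 h, then received compounds for 24 hr at 37 deg C.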
# HEK293 tox: cytotoxicity in counter-screen for GLP-1R inverse agonists. HEK293 cAMP-luciferase reporter cells, luminescence, 24 h. Potency, µM (top dose mostly 38.3 µM), for inactives: top-dose activity change, negative = inhibition, most hits filed as inhibitors. 410,000 compounds, 0.13% hits. AID 624418;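 note: loss of luciferase light is scored as toxicity; % is set by controls: 0 for no effect and ±100 for the full control effect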
#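 To flag toxic compounds, the library was rerun on cells for 24 hr at 37 deg C and 5% CO2. Viability-linked luminescence was captured 12 min after adding luciferase detection reagent.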
# Starred values were filed as active, the others as inactive; ? = inconclusive; [ ] = another dose, or the depositor's remark. Calls come from the whole dose curve; as a rule, active = well fitted curve in the direction sought with a large enough effect; inconclusive = small, poorly fitted or top-dose-only effect, or another doubt; inactive = no such curve, though single readings can be large; an effect the other way counts as inactive or inconclusive. Potency is the fitted concentration of half-maximal effect. An excerpt; rates above refer to the full screens.
smiles | TDP-43 yeast inh | GLP1R inv ag | HEK293 tox
COc1cccc(NC(=O)C2CCCN(S(=O)(=O)c3cn(C(C)C)cn3)C2)c1 (centres undefined) | -2.1% | -2.5% | -5.3%
COc1ccccc1C(=O)Nc1cccc(C(=O)OCc2cc(=O)n3c4c(sc3n2)CCCC4)c1 | 11.3% | -0.4% | 0.9%
CC(=O)Nc1ccc(NS(=O)(=O)c2c(C(=O)N3CCC(C)CC3)c(C)n(C)c2C)cc1 | 5.0% | 14.3% | -15.5%
CCN(c1ccc(C)cc1C)S(=O)(=O)c1nnc(NC(=O)c2ccc(F)cc2)s1 | 13.8% | ? | -12.4%
COc1ccc(N2CCN(C(=O)C3CCCN(S(=O)(=O)c4ccc5c(c4)CCCN5C(C)=O)C3)CC2)cc1 (centres undefined) | 12.6% | -13.8% | -12.5%
Cc1ccccc1NS(=O)(=O)c1ccc2[nH]cc(C(=O)N3CCCCC3)c(=O)c2c1 | 15.5% | 2.9% | 0.3%
CCOc1cc(C2c3c(-c4cc(C)ccc4O)n[nH]c3C(=O)N2CCCOC(C)C)ccc1O (centres undefined) | 12.0% | 7.7% | -18.5%
CCOc1ccc(-n2nc(CO)c(C(=O)NCc3cccs3)n2)cc1 | 18.7% | ? | -26.6%
Cc1ccccc1C(=O)Nc1nnc(S(=O)(=O)N(C)c2ccc(Cl)cc2)s1 | 5.1% | -25.3% | 1.8%
COC(=O)CN1C(=O)CSc2ccc(S(=O)(=O)Nc3ccc(F)c(Cl)c3)cc21 | 1.7% | -16.0% | 2.2%
COc1cccc(OC)c1C(=O)Nc1ccc2c(c1)N(C(C)=O)CCC2 | 13.8% | 9.5% | 0.2%
CCc1ccc(OCC(=O)Nc2c(C(=O)c3ccc(Br)cc3)oc3ccccc23)cc1 | 10.3% | 4.9% | 1.3%
COc1ccc(C2CC(=O)Nc3c2c(=O)[nH]c2nc4ccccc4n32)cc1OC (centres undefined) | 19.9% | 0.0% | 0.6%
CCOc1ccc(N2CC(NC(=O)Cc3ccccc3)CC2=O)cc1 (centres undefined) | 6.5% | 4.6% | -0.1%
CCN(CC)C(=O)c1sc(NC(=O)C(C)Sc2nc(-c3ccccc3)cc(C(F)(F)F)n2)c(C(=O)OC)c1C (centres undefined) | -3.5% | ? | 1.8%
Cc1c(C(=O)N(C)C)sc2c1c(=O)n(-c1ccc(Cl)c(Cl)c1)c(=O)n2CC(=O)N1CCCCC1C (centres undefined) | 7.2% | 8.6% | 8.8%
COc1ccc(NC(=O)Nc2nnc(SCC(=O)Nc3cccc(C)c3C)s2)cc1 | -5.2% | 26.0% | 2.3%
CCCC(=O)Oc1c(Sc2ccc(Cl)cc2)c(C)nn1-c1ccccc1 | -92.6%[inhibitor] | ? | -8.3%
COc1ccc(Nc2c3c(nc4nncn24)CCC3)cc1OC | ? | 8.4% | 2.1%
CCCCn1c(=N)c(S(=O)(=O)c2ccc(C)cc2)cc2c(=O)n3cc(C)ccc3nc21 | 26.2% | 3.1% | -6.9%
COc1cccc(CNS(=O)(=O)c2ccc(-c3cc(C(F)(F)F)on3)s2)c1 | ? | ? | -1.3%
COc1cccc(-c2noc(-c3cc4ccccc4oc3=O)n2)c1OC | ? | 0.9% | -1.3%
CCSc1ncc(Cl)c(C(=O)Nc2c(C(=O)Nc3cccc(C)c3)oc3ccccc23)n1 | -5.3% | 4.7% | 0.8%
COc1cc2c(cc1OC)n(CC(=O)c1ccc(F)cc1)c(=O)n1nc(CCn3nc(C)cc3C)nc21 | 7.7% | 1.3% | -8.5%
COc1ccccc1N1CCN(C(=O)CSc2nc3ccccc3nc2Cc2ccc(C)cc2)CC1 | 18.6% | ? | -6.4%

# Results in HEK293 tox, for 2 of the compounds above:
SMILES | HEK293 tox
COc1ccc(C2CC(=O)Nc3c2c(=O)[nH]c2nc4ccccc4n32)cc1OC (centres undefined) | 0.6%
Cc1c(C(=O)N(C)C)sc2c1c(=O)n(-c1ccc(Cl)c(Cl)c1)c(=O)n2CC(=O)N1CCCCC1C (centres undefined) | 8.8%

# Full records, looked up by structure. Order of screens: TDP-43 yeast inh | GLP1R inv ag | HEK293 tox
# `COc1ccccc1N1CCN(C(=O)CSc2nc3ccccc3nc2Cc2ccc(C)cc2)CC1` is listed as 18.6% | ? | -6.4%
# `Cc1c(C(=O)N(C)C)sc2c1c(=O)n(-c1ccc(Cl)c(Cl)c1)c(=O)n2CC(=O)N1CCCCC1C` (centres undefined) is listed as 7.2% | 8.6% | 8.8%
# `COc1cc2c(cc1OC)n(CC(=O)c1ccc(F)cc1)c(=O)n1nc(CCn3nc(C)cc3C)nc21` is listed as 7.7% | 1.3% | -8.5%
# `COc1ccc(NC(=O)Nc2nnc(SCC(=O)Nc3cccc(C)c3C)s2)cc1` is listed as -5.2% | 26.0% | 2.3%

# The list continues:
smiles | TDP-43 yeast inh | GLP1R inv ag | HEK293 tox
CCCc1oc2ccc(NS(=O)(=O)c3ccc(OCC)cc3)cc2c1C(=O)OCC | 21.4% | ? | ?
O=C(CCOc1ccccc1)N(Cc1cccnc1)c1nc2ccc(Cl)cc2s1 | 20.1% | -5.1% | 18.2%
O=C(c1ccc(C(F)(F)F)cc1)N1CCC(c2noc(-c3ccc(S(=O)(=O)N4CCCC4)cc3)n2)CC1 | 14.6% | 3.5% | -1.1%
O=C(Cn1c(=O)nc(-c2ccccc2)c2ccccc21)Nc1cccc(C(F)(F)F)c1 | 6.8% | 2.0% | -13.3%
CCOc1ccc(CNC(=O)C2CCN(S(=O)(=O)c3cn(C)cn3)CC2)cc1 | 7.7% | 12.1% | 6.7%
Cc1nn2c(=O)cc(COC(=O)c3ccc(NC(=O)COc4ccc(Cl)cc4)cc3)nc2s1 | 10.4% | ? | -22.1%
O=C(CSc1nccn1Cc1ccccc1)Nc1ccc2c(c1)OCCO2 | ? | -4.1% | -0.6%
O=C(Nc1cccc(C(F)(F)F)c1)N1CCC(CN2CCCCCC2)CC1 | 11.5% | -1.4% | 6.1%
Cc1ccc(Cn2ccnc2SCC(=O)NCc2ccccc2)cc1 | 0.0% | -13.5% | 3.4%
Cc1cc(C)cc(NC(=O)c2cnn(-c3ccc(C)c(C)c3)c2C2CCNCC2)c1 | 20.4% | -26.7% | -22.4%
COc1ccccc1CNS(=O)(=O)c1cnc(N)nc1 | 18.9% | 4.1% | -6.3%
CC(C)OCCCNC(=O)c1ccc(-n2c(-c3ccccc3)cc3c2CCCC3)cc1 | 4.9% | 3.9% | -0.2%
COc1ccc(S(=O)(=O)NCc2ccc3c(c2)CCN3C(=O)c2ccc(C)cc2)cc1Cl | -8.5% | -1.3% | -19.0%
COc1ccccc1N1CCN(C(=O)CCc2c(C)nn(-c3ccc(N4CCCC4)nn3)c2C)CC1 | -4.3% | 2.0% | 0.2%
O=C(Nc1ccccc1C(=O)OCc1cc(=O)n2c3c(sc2n1)CCCC3)c1ccc(Cl)cc1 | 3.3% | 13.1% | 0.8%
CCOc1ccc(-c2nnc(SCC(=O)NCCc3ccc(OC)c(OC)c3)nc2-c2ccc(OCC)cc2)cc1 | 18.5% | 8.0% | 0.0%
COc1cc(/C=C/c2nc(C#N)c(NC3CCCCC3)o2)cc(OC)c1OC | 11.7% | -28.1% | 74.5%[activator]
Cc1cccc(-c2nc3scc(CCNS(=O)(=O)c4ccc5c(c4)OCCO5)n3n2)c1 | 14.7% | 4.1% | 1.3%
CCOc1ccc(S(=O)(=O)N(C(C)=O)c2ccc3oc(C)c(C(=O)OC)c3c2)cc1 | 10.9% | ? | -29.9%
Cc1ccc(NCc2cccn2-c2nnc(N3CCC(C(=O)NCc4ccccc4C)CC3)s2)cc1 | -14.1% | ? | -13.3%
COc1ccc(NC(=O)CCS(=O)(=O)c2ccc3c(c2)n(C)c(=O)c(=O)n3C)cc1Cl | 17.5% | 7.0% | 0.3%
CCc1cccc(C)c1Nc1nn2c(=O)c3ccccc3nc2s1 | ? | -2.2% | 0.6%
Cc1ccc(CSc2nc3cccnc3n2Cc2ccc(C(=O)NCCc3ccccc3)cc2)cc1 | 16.7% | 11.8% | -7.8%
CCc1ccccc1NC(=O)Cn1nnc(C(=O)Nc2ccc(OC)c(OC)c2)c1N | 0.0% | -11.2% | 1.1%
Cc1cc(C)cc(Oc2c(C(F)(F)F)oc3c(CN4CCCC(C)C4)c(O)ccc3c2=O)c1 (centres undefined) | 8.1% | 0.6% | -8.9%
COc1ccc(-c2nc(CCNC(=O)Cc3ccc(F)cc3)cs2)cc1 | 6.3% | ? | 1.6%
CC(C)c1ccc(NC(=O)C2CCCN2S(=O)(=O)c2ccc3nc(-c4ccccc4)[nH]c3c2)cc1 (centres undefined) | 0.0% | 8.91µM* | -12.9%
COc1ccc(OC)c(CCNc2nc3ccccc3c3nc(-c4cccnc4)nn23)c1 | 7.4% | 18.8% | 3.2%
Cc1nn2c(=O)cc(COC(=O)c3ccc(NC(=O)c4cccc(Br)c4)cc3)nc2s1 | 4.5% | -1.3% | -13.8%
CC1CCn2c(nc3cc(C(=O)NCc4ccccc4)ccc32)C1 (centres undefined) | 21.4% | -4.8% | 0.4%
COc1ccccc1C(=O)Nc1ccccc1OCc1cc(=O)n2ccccc2n1 | 24.4% | -6.5% | 2.7%
O=C(Cn1c2ncccc2c(=O)n1-c1ccccc1)Nc1ccc(Cl)cc1C(F)(F)F | 14.7% | 1.1% | 6.4%
O=C(COc1ccc(Cl)cc1)Nc1sc2c(c1C(=O)Nc1cccc(Cl)c1)CCCC2 | ? | 11.8% | 2.5%
O=C(Nc1cc2ccc(O)cc2oc1=O)c1ccc(F)cc1 | 16.7% | 21.9% | 1.3%
CC(CCc1ccccc1)NC(=O)Cn1c(=O)nc(-c2ccccc2)c2cc(Cl)ccc21 (centres undefined) | 17.2% | 6.4% | 2.5%
Cc1cc(C)c(NC(=O)CSc2nc3nccnc3c(=O)n2CCc2c[nH]c3ccccc23)c(C)c1 | ? | 7.9% | -0.1%
CCOc1ccccc1NC(=O)Cn1c(=O)n(CCC(=O)NCc2ccc3c(c2)OCO3)c(=O)c2ccccc21 | 3.5% | 4.1% | -5.3%
CCc1ccc(-n2c(=O)c3cccnc3n2CC(=O)NCc2ccc(F)cc2)cc1 | 11.2% | 4.4% | 7.5%
CCn1nc(-c2ccccc2)c(-c2ccccc2)c(C(=O)Nc2nc(C)c(C(=O)N(C)C)s2)c1=O | 8.2% | -0.9% | 1.3%
COc1ccc2c(c1)CC(C(=O)Nc1cc(Cl)ccc1C)CO2 (centres undefined) | -5.4% | -16.4% | -6.4%
Fc1ccc(-n2cc(-c3ccccc3)c3c(NCCc4ccccc4)ncnc32)cc1 | ? | 7.94µM* | 3.3%
COc1cccc(C2=C(C(C)=O)Sc3nncn3N2C(C)=O)c1 | 35.5µM* | -16.0% | -1.5%
O=C(NCCc1ccccc1)c1ccc2c(c1)N(Cc1ccccc1)C(=O)c1ccccc1S2(=O)=O | 26.3% | -25.2% | 0.5%
COc1ccc(NC(=O)Cn2cc(C(=O)c3ccncc3)c(=O)c3cc(C)ccc32)cc1Cl | 18.2% | 15.0% | 0.4%
CC(=O)C1=C(c2ccc(Cl)cc2)N(C(C)=O)n2c(nnc2C2CCCCC2)S1 | 18.5% | 0.5% | -3.4%
Cc1oc2cc3oc(=O)c(CC(=O)N4CCCCC4)c(C)c3cc2c1C | 36.7% | 2.8% | -3.6%
CCC(=O)NC1CC(=O)N(c2ccc3c(c2)OCCO3)C1 (centres undefined) | -0.5% | 8.4% | 3.6%
O=c1oc2ccc(F)cc2cc1-c1nc(-c2cccs2)no1 | 19.9% | 12.2% | -4.7%
Cc1ccc(NC(=O)Cc2csc(C)n2)c(C)c1 | 13.7% | 3.6% | 9.2%
CCc1ccccc1NC(=O)CSc1nc(-c2ccccc2OC)nc2c1Cc1c(CO)cnc(C)c1O2 | 11.1% | -18.8% | -11.3%

# The listing continues:
smiles | TDP-43 yeast inh | GLP1R inv ag | HEK293 tox
CCOC(=O)c1ccccc1NC(=O)CSc1nc2ncccc2[nH]1 | 17.8% | 2.9% | 6.9%
Cc1cccc(-n2c(SCC(=O)Nc3ccc(C)c(C)c3)nc3n[nH]c(C)c3c2=N)c1 | 20.2% | 10.4% | 0.2%
COc1ccc(Br)cc1CNC(=O)c1cc(=O)[nH]c2ccc(S(=O)(=O)N3CCCCC3)cc12 | 19.0% | 13.6% | 11.9%
CC1CCN(S(=O)(=O)c2ccc3nc(-c4cccnc4)cc(C(=O)NCCCOC(C)C)c3c2)CC1 | -8.5% | 14.9% | -4.8%
COc1ccc(CNCc2c(C(=O)O)c(C)n(Cc3ccccc3C)c2C)c(OC)c1 | -6.5% | -1.4% | -6.2%
COc1ccc(-c2nc(CSCC(=O)N3CCN(c4cc(Cl)ccc4C)CC3)c(C)o2)cc1 | 2.6% | ? | -2.1%
CCOc1ccc(CCNC(=O)CCn2c(=O)c3cccn3c3ccc(F)cc32)cc1OCC | 7.6% | -21.2% | -16.9%
COCCNC(=O)Cn1c(=O)c2cccn2c2ccc(F)cc21 | 2.6% | 12.7% | 3.2%
COc1ccc2nc(N(Cc3cccnc3)C(=O)c3ccc4c(c3)OCCO4)sc2c1 | 0.0% | 17.8% | -5.3%
